Source: PubChem BioAssay
SMN2 splice up – SMN2 splice variant enhancement; Potency, µM (titrated, usually from 46.1 µM), without a hit: top-dose activity change, positive = activation, most hits filed as activators; HEK293 SMN2-luciferase splicing reporter, luminescence, 30-36 h; 210,000 compounds, 2.8% hits; also: % of control where 0% means no effect; nearly all actives have a fitted effect of over 55% in size
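HEK293 cells carry an SMN2 […]–luciferase reporter in which exon 7 inclusion puts luciferase in frame. Cells were plated 10-12 h before compound addition, then incubated 30-36 h at 37C. ONE-Glo luminescence was read; sodium butyrate at 4.5 mM final served as control.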
Tau fluor counter – counter-screen for tau fibril formation inhibitors. tau K18 P301L Alexa594 fluorescence, heparin fibrillization. Potency, µM (doses to about 57.7 µM), without a hit: at the top dose activity change, negative = decrease. 280,000 compounds, 0.93% hits. AID 1463; also: % is scaled to controls: 0 for no effect and ±100 for the full control effect; nearly all actives have a fitted effect of over 55% in size
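Human tau K18 P301L (15 uM unlabeled, 0.24 uM Alexa 594-labeled) in 100 mM sodium acetate pH 7 with 20 uM heparin, 6 hr at 37 C. ThT 30 uM added, 1 hr ambient; Alexa 594 FP and total fluorescence read at 555/632 nm.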
JMJD2E inh – inhibitors of human JMJD2E histone demethylase | JMJD2E catalytic domain, FDH-coupled NADH fluorescence (FDH is formaldehyde dehydrogenase) | Potency, µM (doses to about 57.1 µM), for the others: top-dose activity change, negative = inhibition, usual class: inhibitors | 230,000 compounds, 1.6% hits | AID 2147; active = well fitted inhibition curve with a large enough effect, not every such curve was filed as active; inconclusive = small, poorly fitted or top-dose-only effect, or another doubt; inactive = no such curve, though single readings can be large or run the other way;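 also: 0% = wells with enzyme and -100% = buffer wells without enzyme; nearly all actives have a fitted effect of over 50% in size; many of its hits are not listed in these tables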
Target sequence (B2RXH2 1-337 limits assumed): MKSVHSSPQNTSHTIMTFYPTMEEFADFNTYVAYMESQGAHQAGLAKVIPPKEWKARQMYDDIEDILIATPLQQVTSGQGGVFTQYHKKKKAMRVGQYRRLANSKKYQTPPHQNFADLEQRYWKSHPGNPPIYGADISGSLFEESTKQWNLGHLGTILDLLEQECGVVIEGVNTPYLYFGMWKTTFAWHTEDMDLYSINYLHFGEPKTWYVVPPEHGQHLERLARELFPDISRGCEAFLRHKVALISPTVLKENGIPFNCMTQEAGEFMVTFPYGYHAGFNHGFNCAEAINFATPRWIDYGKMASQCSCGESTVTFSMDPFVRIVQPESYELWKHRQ
ALDH1A1 inh – ALDH1A1 (human) enzyme inhibition. Potency, µM (titrated, usually from 75.3 µM), inactives show at the highest dose activity, negative = inhibition, hits mostly inhibitors. Purified ALDH1A1, NADH fluorescence, propionaldehyde substrate. AID 1030. 220,000 compounds, 7.3% hits. P00352; active = well fitted inhibition curve with a large enough effect, not every such curve was filed as active; inconclusive = small, poorly fitted or top-dose-only effect, or another doubt; inactive = no such curve, though single readings can be large or run the other way;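 also: plate controls were no enzyme wells and a reference inhibitor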
Target sequence (P00352 whole entry, looked up): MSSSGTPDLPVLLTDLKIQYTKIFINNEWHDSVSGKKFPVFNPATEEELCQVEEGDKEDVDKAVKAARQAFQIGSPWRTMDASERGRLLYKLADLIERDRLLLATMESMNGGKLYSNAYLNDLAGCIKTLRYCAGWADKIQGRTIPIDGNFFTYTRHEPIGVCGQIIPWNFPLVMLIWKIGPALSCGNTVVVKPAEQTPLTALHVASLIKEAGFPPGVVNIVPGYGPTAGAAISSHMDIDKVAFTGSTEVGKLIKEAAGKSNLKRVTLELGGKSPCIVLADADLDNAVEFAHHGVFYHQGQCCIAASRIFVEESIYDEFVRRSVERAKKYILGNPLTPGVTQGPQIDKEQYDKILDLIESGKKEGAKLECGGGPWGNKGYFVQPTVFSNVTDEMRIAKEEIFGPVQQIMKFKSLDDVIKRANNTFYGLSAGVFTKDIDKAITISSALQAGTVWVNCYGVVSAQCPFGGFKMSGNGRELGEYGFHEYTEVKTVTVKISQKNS
Tau fibril ThT – inhibitors of human tau fibril formation, thioflavin T binding; P10636; recombinant tau K18 P301L, heparin-induced fibrillization, ThT fluorescence; Potency, µM (titrated, usually from 57.4 µM), for the others: at the top dose activity, negative = inhibition, actives largely listed as inhibitors; 270,000 compounds, 2.1% hits; also: % is scaled to controls: 0 for no effect and ±100 for the full control effect; nearly all actives have a fitted effect of over 55% in size
Target sequence (P10636 561-689 P618L limits assumed): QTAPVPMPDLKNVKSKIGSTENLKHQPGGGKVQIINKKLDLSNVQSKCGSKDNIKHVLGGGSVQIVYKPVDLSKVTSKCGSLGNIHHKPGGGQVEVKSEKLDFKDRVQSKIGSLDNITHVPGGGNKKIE
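ThT emission at 510 nm, taken 1 hr after adding 30 uM dye, quantifies aggregates formed when 20 uM heparin acts on human tau K18 P301L for 6 hr at 37 C.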
HTT ATP protect – Huntington cell model cytoprotection by ATP luminescence. PC12 HTT-Q103 induced, cytoprotection, ATP luminescence, 40 h. Potency, µM (top dose mostly 56.4 µM), for the others: cytoprotection (ATP increase), actives largely listed as activators. 230,000 compounds, 0.14% hits. AID 1471;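 also: % of control where 0% means no effect; nearly all actives have a fitted effect of over 45% in size; toxic huntingtin expression switched on by the ecdysone agonist tebufenozide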
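Stable PC12 Q103-GFP cells in serum-supplemented, phenol red-free DMEM; induction by tebufenozide at 100 nM final; compound dose series; cell viability quantified luminescently from ATP.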
HTT aggregate – inhibitors of mutant huntingtin aggregate formation in PC12 cells. PC12 HttQ103-GFP aggregates, Acumen cytometry, 40 h. Potency, µM (highest dose often 46.1 µM), for the others: at the top dose activity change, negative = inhibition, hits mostly inhibitors. 220,000 compounds, 1.1% hits; also: % is scaled to controls: 0 for no effect and ±100 for the full control effect; nearly all actives have a fitted effect of over 60% in size
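Ecdysone-promoter PC12 model expressing HTT exon 1 Q103 fused to GFP, induced by tebufenozide at 100 nM final. Compounds titrated; aggregates sized 1–25 µm scored on a 488 nm laser cytometer.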
Tau fibril FP – blocks human tau fibril formation measured by polarization; K18 P301L tau heparin fibrillization, Alexa594 FP, 6 h; Potency, µM (titrated, usually from 57.7 µM), inactives show at the top dose activity, negative = inhibition, actives largely listed as inhibitors; 280,000 compounds, 0.39% hits; AID 1468; also: % is scaled to controls: 0 for no effect and ±100 for the full control effect; nearly all actives have a fitted effect of over 55% in size
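Recombinant K18 P301L […], labeled with Alexa 594 at 0.24 uM over 15 uM unlabeled; heparin inducer 20 uM final; 37 C, 6 hr; FP endpoint.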
An asterisk follows results filed as active; [ ] = remark or other dose. Unless noted, calls follow the shape of the dose curve; as a rule, active = well fitted curve in the direction sought with a large enough effect; inconclusive = small, poorly fitted or top-dose-only effect, or another doubt; inactive = no such curve, though single readings can be large; an effect the other way counts as inactive or inconclusive. Potency is read from the fitted curve at half-maximal effect. These rows are one share of the data; the hit share may differ from the screen's.

How did OCC1(CO)COC(c2ccccc2)=N1 do in these assays?
SMN2 splice up: 16.8%; Tau fluor counter: -6.4%; JMJD2E inh: -4.5%; ALDH1A1 inh: 3.1%; Tau fibril ThT: -0.3%; HTT ATP protect: 0.7%; HTT aggregate: 24.3%; Tau fibril FP: -10.5%

What do the screens show for `Cc1ccc(CNc2ccc3c(c2)OCO3)c(C)c1`?
SMN2 splice up: 5.3%; Tau fluor counter: inconclusive; JMJD2E inh: inconclusive; ALDH1A1 inh: inconclusive; Tau fibril ThT: 12.6µM*; HTT ATP protect: -48.2%[inhibitor]; HTT aggregate: -0.8%; Tau fibril FP: inconclusive

How did CC(=O)N1CCc2cc(S(=O)(=O)NCCC(=O)Nc3cc(C)cc(C)c3)ccc21 do in these assays?
SMN2 splice up: -5.2%; Tau fluor counter: -2.5%; JMJD2E inh: -2.2%; ALDH1A1 inh: 7.7%; Tau fibril ThT: -1.6%; HTT ATP protect: 4.0%[1.9 µM]; HTT aggregate: 8.6%; Tau fibril FP: 4.2%

Results for O=C(CCCN1C(=O)c2cccnc2C1=O)Nc1ccccc1F ?
SMN2 splice up: 2.4%; Tau fluor counter: 10.0%; JMJD2E inh: -8.9%; ALDH1A1 inh: -0.6%; Tau fibril ThT: 3.0%; HTT ATP protect: -22.7%; HTT aggregate: 25.1%; Tau fibril FP: 8.3%

How did Cn1c(Cn2c(=O)sc3ccccc32)nnc1SCC(=O)N1CCCC1 do in these assays?
SMN2 splice up: 19.8%; Tau fluor counter: 6.2%; JMJD2E inh: 8.7%; ALDH1A1 inh: 3.8%; Tau fibril ThT: 0.5%; HTT ATP protect: 3.0%; HTT aggregate: -7.9%; Tau fibril FP: 3.3%

How did C/C(=N/Nc1nc(C)cc(-c2ccccc2)n1)c1ccco1 do in these assays?
SMN2 splice up: 16.1%; Tau fluor counter: -15.1%; JMJD2E inh: 5.7%; ALDH1A1 inh: -10.9%; Tau fibril ThT: -17.3%; HTT ATP protect: -60.6%[inhibitor]; HTT aggregate: inconclusive; Tau fibril FP: 1.5%

How did CCOC(=O)C1C2C=CC3(CN(Cc4ccccc4)C(=O)C13)O2 (stereo unspecified) do in these assays?
SMN2 splice up: 2.2%; Tau fluor counter: -6.6%; JMJD2E inh: -22.1%; ALDH1A1 inh: 0.4%; Tau fibril ThT: -5.8%; HTT ATP protect: -18.2%; HTT aggregate: -5.0%; Tau fibril FP: -3.1%

Results for Cc1nc(SCC(=O)c2cc3ccccc3oc2=O)c(C#N)c(-c2ccccc2)c1C(=O)Nc1ccccc1 ?
SMN2 splice up: -39.7%[inhibitor]; Tau fluor counter: -18.5%; JMJD2E inh: inconclusive; ALDH1A1 inh: -19.4%; Tau fibril ThT: -4.3%; HTT ATP protect: 3.3%[10 µM]; HTT aggregate: inconclusive; Tau fibril FP: -5.3%

How did CCOc1ccccc1C(=O)Nc1ccc2nc(N(CC)CC)cc(C)c2c1 do in these assays?
SMN2 splice up: -1.3%; Tau fluor counter: -21.9%; Tau fibril ThT: inconclusive; Tau fibril FP: -2.5%

How did CCC(C)(C)n1nnnc1C(c1cc2cc(C)cc(C)c2[nH]c1=O)N1CCN(C(=O)c2ccco2)CC1 (stereo unspecified) do in these assays?
SMN2 splice up: -7.9%; Tau fluor counter: 2.3%; JMJD2E inh: inconclusive; ALDH1A1 inh: inconclusive; Tau fibril ThT: -16.3%; HTT ATP protect: -9.3%; HTT aggregate: -2.2%; Tau fibril FP: 7.2%

Results for CCc1ccnc(NS(=O)(=O)c2ccc3c(c2)OCCO3)c1 ?
Tau fluor counter: -6.0%; JMJD2E inh: -23.0%; ALDH1A1 inh: -10.2%; Tau fibril ThT: -2.8%; HTT ATP protect: -1.0%[10 µM]; HTT aggregate: -2.1%[9.22 µM]; Tau fibril FP: 2.1%

How did COc1ccc(C2C(C#N)=C(N)N(Nc3ccccc3)C3=C2C(=O)CC(C)(C)C3)cc1C (stereo unspecified) do in these assays?
SMN2 splice up: 11.1%; Tau fluor counter: inconclusive; JMJD2E inh: inconclusive; ALDH1A1 inh: inconclusive; Tau fibril ThT: inconclusive; HTT ATP protect: 35.0%; HTT aggregate: -2.2%; Tau fibril FP: 4.7%

Results for Cc1ccc(/C=N/n2nnnc2N)cc1[N+](=O)[O-] ?
SMN2 splice up: 5.3%; Tau fluor counter: -5.2%; JMJD2E inh: -0.4%; ALDH1A1 inh: inconclusive; Tau fibril ThT: -10.8%; HTT ATP protect: -6.3%; HTT aggregate: 11.0%; Tau fibril FP: -8.1%

Results for COCCNC(=S)N/N=C/c1ccc(OCc2ccc(C(=O)OC)cc2)c(OC)c1 ?
SMN2 splice up: 6.5%; Tau fluor counter: -0.1%; JMJD2E inh: inconclusive; ALDH1A1 inh: 1.0%; Tau fibril ThT: -3.7%; HTT aggregate: 6.8%; Tau fibril FP: -0.4%

How did COC(=O)CSC1=C(C#N)C(c2ccc(Cl)cc2)C(C(=O)OC)C(=O)N1 (stereo unspecified) do in these assays?
Tau fluor counter: 1.2%; JMJD2E inh: -2.4%; ALDH1A1 inh: -7.5%; Tau fibril ThT: -1.5%; HTT ATP protect: 3.1%; HTT aggregate: 6.3%; Tau fibril FP: 1.9%

Results for O=C(CC1C(=O)NCCN1Cc1c(F)cccc1Cl)NC1CCCCCC1 (stereo unspecified) ?
Tau fluor counter: 0.9%; JMJD2E inh: -3.9%; Tau fibril ThT: -0.9%; HTT ATP protect: 10.7%[10 µM]; HTT aggregate: 4.1%[9.22 µM]; Tau fibril FP: -0.7%

What do the screens show for `CC(CP(=O)(O)O)NC(=O)Cc1ccccc1` (stereo unspecified)?
SMN2 splice up: -15.4%; Tau fluor counter: 5.5%; JMJD2E inh: 5.8%; ALDH1A1 inh: 10.0%; Tau fibril ThT: -12.4%; HTT ATP protect: 3.7%; HTT aggregate: -11.7%; Tau fibril FP: 4.6%

How did CCN(C(=O)Cn1ncc2c1-c1cc(C)ccc1OC2)c1cc(Cl)ccc1OC do in these assays?
SMN2 splice up: -15.7%; Tau fluor counter: -13.2%; Tau fibril ThT: -15.1%; Tau fibril FP: -3.8%

How did NS(=O)(=O)c1cccc(NC(=O)c2cc(-c3cccs3)nc3ccccc23)c1 do in these assays?
Tau fluor counter: -14.5%; JMJD2E inh: inconclusive; ALDH1A1 inh: inconclusive; Tau fibril ThT: -7.7%; HTT ATP protect: 26.5%[10 µM]; HTT aggregate: 32.6%[9.22 µM]; Tau fibril FP: 2.0%

Results for COC(=O)CNC(=O)c1cn(CC(C)C)c(=O)c2cc(OC)c(OC)cc12 ?
SMN2 splice up: -3.2%; Tau fluor counter: -6.1%; JMJD2E inh: -8.4%; ALDH1A1 inh: inconclusive; Tau fibril ThT: -8.2%; HTT ATP protect: 2.6%; HTT aggregate: 10.8%; Tau fibril FP: -1.1%

What do the screens show for `Cc1cc([N+](=O)[O-])nn1CC(=O)Nc1cc(F)ccc1F`?
SMN2 splice up: 2.7%; Tau fluor counter: -5.8%; JMJD2E inh: -6.9%; ALDH1A1 inh: 3.1%; Tau fibril ThT: -3.2%; HTT ATP protect: -11.7%; HTT aggregate: 9.5%; Tau fibril FP: 2.2%

Results for CC1CCC(C(=O)NC(C(=O)N2CCc3ccccc3C2)C(C)C)CC1 (stereo unspecified) ?
SMN2 splice up: 3.5%; Tau fluor counter: -7.0%; JMJD2E inh: -0.8%; ALDH1A1 inh: -14.7%; Tau fibril ThT: -2.9%; HTT ATP protect: -7.3%; HTT aggregate: -31.8%; Tau fibril FP: -0.6%

How did COc1ccc(C)cc1NC(=O)CN(c1ccccc1F)S(C)(=O)=O do in these assays?
SMN2 splice up: 0.0%; Tau fluor counter: -15.9%; JMJD2E inh: -0.9%; ALDH1A1 inh: -1.3%; Tau fibril ThT: -12.5%; HTT ATP protect: -15.7%; HTT aggregate: 23.4%; Tau fibril FP: -10.6%

How did COC(=O)c1ccccc1NC(=O)Nc1cccnc1 do in these assays?
SMN2 splice up: 9.0%; Tau fluor counter: 1.6%; JMJD2E inh: inconclusive; ALDH1A1 inh: -7.0%; Tau fibril ThT: 0.2%; HTT ATP protect: -1.7%; HTT aggregate: -1.6%; Tau fibril FP: 6.4%

What do the screens show for `COc1ccc(OCCCn2c(=O)oc3ccc(C)cc32)cc1`?
SMN2 splice up: inconclusive; Tau fluor counter: -14.2%; Tau fibril ThT: inconclusive; Tau fibril FP: 5.4%

Results for CSc1nc(C)c(Cc2ccccc2)c(=O)[nH]1 ?
SMN2 splice up: 0.0%; Tau fluor counter: 12.2%; JMJD2E inh: -24.7%; ALDH1A1 inh: -15.8%; Tau fibril ThT: 9.5%; HTT ATP protect: -3.0%; HTT aggregate: -6.8%[9.22 µM]; Tau fibril FP: 5.0%

What do the screens show for `CSc1nsc(SC)c1NC(=O)OCc1ccccc1`?
SMN2 splice up: 10.2%; Tau fluor counter: -11.3%; JMJD2E inh: -18.1%; ALDH1A1 inh: inconclusive; Tau fibril ThT: -12.5%; HTT ATP protect: -18.7%; HTT aggregate: -15.7%; Tau fibril FP: -2.5%

How did CCN1CCN(c2cc(C)c3cc(NC(=S)N4CCN(c5ccccc5)CC4)ccc3n2)CC1 do in these assays?
SMN2 splice up: 18.5%; Tau fluor counter: -28.3%; JMJD2E inh: inconclusive; ALDH1A1 inh: inconclusive; Tau fibril ThT: inconclusive; HTT ATP protect: -99.0%[inhibitor]; HTT aggregate: -30.5%; Tau fibril FP: 9.4%

Results for COc1ccc(Nc2cc(C)c3ccc(O)cc3n2)cc1 ?
Tau fluor counter: inconclusive; JMJD2E inh: inconclusive; HTT ATP protect: -3.6%[10 µM]; HTT aggregate: -20.8%[9.22 µM]; Tau fibril FP: 3.3%

Fetched one by one from the list above, 2 records:
How did COC(=O)c1ccccc1NC(=O)Nc1cccnc1 do in these assays?
SMN2 splice up: 9.0%; Tau fluor counter: 1.6%; JMJD2E inh: inconclusive; ALDH1A1 inh: -7.0%; Tau fibril ThT: 0.2%; HTT ATP protect: -1.7%; HTT aggregate: -1.6%; Tau fibril FP: 6.4%

What do the screens show for `CSc1nsc(SC)c1NC(=O)OCc1ccccc1`?
SMN2 splice up: 10.2%; Tau fluor counter: -11.3%; JMJD2E inh: -18.1%; ALDH1A1 inh: inconclusive; Tau fibril ThT: -12.5%; HTT ATP protect: -18.7%; HTT aggregate: -15.7%; Tau fibril FP: -2.5%
